HCMV inh – human cytomegalovirus inhibition | HFF cells, HCMV-luciferase reporter, 72 h; active compounds read low | activity change, negative = inhibition, % at 57.5 µM | 4.5% of 410,000 active | AID 1259415; in the data active = activity change below about -60%; inconclusive = no clear call, values can overlap the other calls; inactive = above about -39%
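Luciferase read-out from HCMV-luciferase-infected HFFs (MOI 1 PFU/cell) 72 h post infection at 37C; compounds added after 16 h cell attachment; activity normalized between buffer-only basal and Salinomycin (10uM) inhibitor controls.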
AMA1 RON2 block – disrupts binding of P. falciparum AMA1 to RON2. Potency, µM (highest dose often 58.2 µM), for the others: at the highest dose activity change, negative = inhibition, most hits filed as inhibitors. AlphaScreen AMA1-biotinylated RON2 peptide binding. 0.2% of 360,000 active; active = well fitted inhibition curve with a large enough effect; inconclusive = small, poorly fitted or top-dose-only effect; inactive = no such curve, though single readings can be large or run the other way;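 note: potency is the fitted concentration of half-maximal effect; 0% = vehicle wells and -100% = peptide control; nearly all actives have a fitted effect of over 45% in size; some results filed as inactive show a strong effect at the top dose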
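AMA1 (3D7) with his tag at 25 nM final met compounds first, then biotinylated RON2 peptide at 25 nM; detection used donor plus acceptor beads, 10 µg/mL apiece, read by AlphaScreen after 30 min at room temperature.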
An asterisk follows results filed as active; ? = inconclusive; [ ] = remark or other dose. Unless noted, % is set by controls: 0 for no effect and ±100 for the full control effect. Not all compounds are listed, so the mix of outcomes need not match the whole.

SMILES | HCMV inh | AMA1 RON2 block
COC(=O)c1c(-c2ccccc2)noc1-c1ccccc1 | 15 | 74%[activator]
CC1CC2C(C(O)CC3(C)C(O)CCC23)C2(C)CCC(=O)C=C12 (stereo not given) | 20 | -12%
COc1cc(OC)cc(C2=Cc3ccccc3C(CC(C)=O)N2c2ccc(C#CC3(O)CCCCC3)cc2)c1 (stereo not given) | -11 | 5%
Cc1ccccc1OS(=O)(=O)c1cccc([N+](=O)[O-])c1 | -20 | -5%
Oc1ccc(C[C@@H](CN2CCCC2CN2C(=S)NC[C@@H]2Cc2ccccc2)N2C[C@H](Cc3ccccc3)N(CC3CCCCC3)C2=S)cc1 (stereo not given in full) | -6 | 14%
COc1ccccc1-c1ccc2c(c1)O[C@@H](CN(C)C(=O)c1ccncc1)[C@H](C)CN([C@@H](C)CO)S2(=O)=O | -1 | 0%
COCCNC(=S)N1CCC2CC1c1cc(-c3ccc4c(c3)OCO4)ccc12 (stereo not given) | -22 | -28%
COc1ccc(CN2Cc3cc(N4CCCCC4)ccc3-n3nncc3C2)cc1 | 6 | ?
O=C(/C=C/[C@H]1O[C@@H](n2cnc3c(NC(=O)c4ccccc4)ncnc32)[C@H](O)[C@@H]1O)NCC1CCCCC1 | 0 | 1%
C=CCOc1cccn2c(N(C=O)Cc3ccccc3)c(CC)nc12 | -17 | 0%
O=C(Nc1ccc2c(c1)OCCO2)C(c1ccc(C(F)(F)F)cc1)n1c(=O)c(-c2cc3ccccc3[nH]2)nc2ccccc21 (stereo not given) | 20 | 27%
O=c1ncn(-c2cccc(Cl)c2)c2ccccc12 | 28 | -12%

The list goes on, overlapping the part above by 5 compounds.
SMILES | HCMV inh | AMA1 RON2 block
COc1ccc(CN2Cc3cc(N4CCCCC4)ccc3-n3nncc3C2)cc1 | 6 | ?
O=C(/C=C/[C@H]1O[C@@H](n2cnc3c(NC(=O)c4ccccc4)ncnc32)[C@H](O)[C@@H]1O)NCC1CCCCC1 | 0 | 1%
C=CCOc1cccn2c(N(C=O)Cc3ccccc3)c(CC)nc12 | -17 | 0%
O=C(Nc1ccc2c(c1)OCCO2)C(c1ccc(C(F)(F)F)cc1)n1c(=O)c(-c2cc3ccccc3[nH]2)nc2ccccc21 (stereo not given) | 20 | 27%
O=c1ncn(-c2cccc(Cl)c2)c2ccccc12 | 28 | -12%
COc1ccc(C(C#N)=C2C=CC(=NO)C(C)=C2Cl)cc1 | -31 | 3.2µM*
CC(=O)N1C[C@H]2CON(C)[C@H]2C[C@H]1c1cccc(-c2cc(Cl)cc(Cl)c2)c1 | 9 | 4%
[O-][n+]1nc2ccccc2c2ccccc21 | ? | -29%
C=CCN1C(=O)/C(=C/N(C)C)S/C1=N\S(=O)(=O)c1cccs1 | 7 | -10%
O=C(/C=C/[C@H]1O[C@@H](n2cnc3c(NC(=O)c4ccccc4)ncnc32)[C@H](O)[C@@H]1O)NCc1ccccc1 | 32 | 1%
Nc1cc2c(cc1N)-c1ccccc1C2 | 136 | 10%
CC1(C)C(=O)CCC2C1=CCC1C2CCC2(C)C(O)CCC12 (stereo not given) | 12 | 8%
CC(C)Cn1c(SCC(=O)NC2CC2)nc2ccccc21 | 38 | 0%
CC12CCC(C3NC(=S)NN=C31)C2(C)C (stereo not given) | -22 | -13%
COc1ccc([C@H]2N[C@]3(CCCN(Cc4ccco4)C3=O)[C@H]3C(=O)N(C)C(=O)[C@@H]23)cc1 | -1 | -13%
CCCN(C(=O)CSc1nnc(-c2ccc3c(c2)OCO3)o1)C1CCS(=O)(=O)C1 (stereo not given) | 19 | 2%
O=C(Nc1ccc2nc([C@H]3C[C@H](O)[C@@H](CO)O3)[nH]c2c1)NC(c1ccccc1)c1ccccc1 | -6 | 0%
COC(=O)C[C@@H]1CC[C@H](NC(=O)CC2CC2)[C@@H](CO)O1 | ? | 3%
Cc1cc([N+](=O)[O-])ccc1NS(=O)(=O)c1ccccc1 | -16 | -24%
O=C(Cn1cc(-c2ccccn2)nn1)NS(=O)(=O)c1cccc(OC(F)F)c1 | -15 | -1%
CC1(C(=O)NS(=O)(=O)c2cccc(F)c2)CCN1C(=O)Cc1ccc(-c2ccccc2)cc1 (stereo not given) | -31 | -2%
C(=C\c1ccccc1)/CN1CCN(C(c2ccnc3ccccc23)c2nnnn2C2CCCCC2)CC1 (stereo not given) | 20 | -25%
CCN1C[C@@H]2[C@@H]3C(=O)N(Cc4ccccc4)C(=O)[C@@H]3[C@](C)(C1=O)N2C(=O)c1ccc(Cl)c(Cl)c1 | -9 | 2%
NC1=NC[C@H](Cc2ccccc2)N1CC1CCCCC1 | -15 | -5%
CN(CCCn1ccc(NC(=O)OCc2ccccc2)nc1=O)CCc1ccccn1 | -23 | -8%
O=C(Cc1cccc2ccccc12)Nc1ccccc1 | 21 | 17%
O=[N+]([O-])c1ccc(CSCc2ccc([N+](=O)[O-])cc2)cc1 | 24 | -3%
CCOc1ccc2oc(C(=O)Nc3ccc(C)cn3)c(C)c2c1 | 29 | -9%
CCCCNC(=O)C[C@@H]1C[C@@]2(C(=O)OC)CCCCC=C2N(Cc2ccccc2)C1=O | 8 | -1%

Of the compounds above, these have a furan ring, fused or not.
SMILES | HCMV inh | AMA1 RON2 block
COc1ccc([C@H]2N[C@]3(CCCN(Cc4ccco4)C3=O)[C@H]3C(=O)N(C)C(=O)[C@@H]23)cc1 | -1 | -13%
CCOc1ccc2oc(C(=O)Nc3ccc(C)cn3)c(C)c2c1 | 29 | -9%

(list continues)
SMILES | HCMV inh | AMA1 RON2 block
CC(=Nc1ccccc1)C1=C(O)C(CC(C)C)NC1=O (stereo not given) | 1 | -7%
CCCCNC(=O)C1c2ccccc2OCC(=O)N1Cc1ccccc1 (stereo not given) | 9 | 77%[activator]
COCCCNC(=O)c1ccc2sc(C3=C[C@@H](O)[C@@H](O)[C@@H](CO)O3)nc2c1 | -17 | -21%
CCOC(=O)N1CCN(C(=O)c2ccc(CS(=O)c3cccc(C)c3)o2)CC1 (stereo not given) | -25 | -1%
CCCCCC(=O)N1C[C@H](O)[C@@H](n2cc(C3CC3)nn2)C[C@@H]1c1ccc(OC)cc1 | -8 | 2%
CNc1cccc(-c2cc(OC)ccc2OC)n1 | ? | -3%
CCOC(=O)C1=CCN(S(=O)(=O)c2ccc(F)cc2)C1c1cccc(C)c1 (stereo not given) | -32 | 22%
COc1cccc(CNc2nc3cc(-c4ccc(OC)cc4C)sc3c(=O)n2C)c1 | -1 | -6%
COC(=O)Cn1c(C(=O)N2CCCC2)cc2c1C[C@H]1CN(C(=O)c3ccccc3)[C@@](Cc3ccc(OC)cc3)(C(=O)OC)[C@@H]21 | -20 | -3%
C[C@@H]1CN([C@@H](C)CO)C(=O)CCCn2nncc2CO[C@@H]1CN(C)C(=O)Nc1ccccc1 | 16 | 0%
Cc1nc(N)nc(N)c1-c1ccc(Cl)c(Cl)c1 | -98* | -13%
COc1ccc(NC(=O)c2cc(C3CCCCN3S(=O)(=O)c3cccs3)on2)c(C)c1 (stereo not given) | ? | -2%

Individual results from the results shown:
`CCOC(=O)N1CCN(C(=O)c2ccc(CS(=O)c3cccc(C)c3)o2)CC1` (stereo not given) in HCMV inh = -25
`CCCCCC(=O)N1C[C@H](O)[C@@H](n2cc(C3CC3)nn2)C[C@@H]1c1ccc(OC)cc1` in AMA1 RON2 block = 2%
`Cc1nc(N)nc(N)c1-c1ccc(Cl)c(Cl)c1` in AMA1 RON2 block = -13%
`CCCCNC(=O)C1c2ccccc2OCC(=O)N1Cc1ccccc1` (stereo not given) in HCMV inh = 9
`CC(=Nc1ccccc1)C1=C(O)C(CC(C)C)NC1=O` (stereo not given) in HCMV inh = 1
`C[C@@H]1CN([C@@H](C)CO)C(=O)CCCn2nncc2CO[C@@H]1CN(C)C(=O)Nc1ccccc1` in AMA1 RON2 block = 0%
`COc1cccc(CNc2nc3cc(-c4ccc(OC)cc4C)sc3c(=O)n2C)c1` in HCMV inh = -1

Continued:
SMILES | HCMV inh | AMA1 RON2 block
O=C(O)C1(Nc2ccc([N+](=O)[O-])cc2[N+](=O)[O-])CCCC1 | 20 | -7%
CCCNC(=O)c1cc(C2CCCN(C(=O)C3CC3)C2)on1 (stereo not given) | 32 | 0%
CCCCn1nnnc1C(c1ccccc1)N1CCN(c2ccc(C(F)(F)F)cc2[N+](=O)[O-])CC1 (stereo not given) | 4 | -25%
O=C(C(=O)N1CCN(C(=O)c2ccco2)CC1)c1ccccc1 | 15 | -10%
CCOC(=O)c1cc2c(c(-c3cccc(-c4cc5ccccc5o4)c3)n1)[C@@H](CCO)N(S(=O)C(C)(C)C)C2 (stereo not given in full) | -6 | 12%
COc1ccc(COC(=O)CCc2c[nH]c3ccccc23)cc1F | ? | -19%
CCCNC(=O)C1(C)CCCN(C(=O)C(c2ccccc2)c2ccccc2)C1 (stereo not given) | 10 | -4%
CCN1C(=O)[C@H]2[C@@H](c3ccc(C)cc3)N[C@]3(CCCN(CC4CCCCC4)C3=O)[C@H]2C1=O | -4 | -12%
COC(=O)Cc1ccc(OC2(C)CCN(Cc3ccccc3)C2)cc1 (stereo not given) | -18 | 2%
COc1ccc(Cc2c(-c3ccco3)nc3ccc(Cl)cn23)c(C)c1 | 14 | -3%
CSCCC(c1nc2ccccc2[nH]1)n1c(-c2cc(C(F)(F)F)cc(C(F)(F)F)c2)nc2ccccc21 (stereo not given) | -27 | 4%
Cc1cc(Br)cn2c(Cc3cccc(Cl)c3)c(-c3cccc(Cl)c3)nc12 | 16 | -5%
Nc1[nH]c(C(=O)c2ccccc2)c(-c2ccc([N+](=O)[O-])cc2)c1C(=O)NCCc1c[nH]c2ccccc12 | 32 | -17%
CCOC(=O)C1=C(CC)Nc2ccccc2N=C1NC(=O)c1ccc(OC)c(S(=O)(=O)N2CCOCC2)c1 | 39 | 1%
CC(=O)Nc1ccc(NC(=O)c2cc(-c3ccc(F)cc3C)n[nH]2)cc1 | -13 | 0%
O=C(NC1CCCCC1)c1cccc(NC(=O)c2ccccc2Cl)c1 | -32 | 10%
COc1cc(C(=C(CC(=O)O)C(=O)O)c2ccc3c(c2)OCO3)cc(OC)c1OC | -37 | -6%
CCOC(=O)[C@]12CCCC=C1N(Cc1ccccc1)C(=O)[C@H](CC(=O)NCC13CC4CC(CC(C4)C1)C3)C2 | -22 | -12%
NS(=O)(=O)c1cccc(NC(=O)CSc2nnc(NC3CC3)s2)c1 | 25 | -2%
Cc1cc(F)cc(-c2cc(C(=O)NCc3ccc(C(F)(F)F)cc3)[nH]n2)c1 | ? | 7%
OC(c1ccc(Cl)cc1)c1ncc(-c2cccc(F)c2)[nH]1 (stereo not given) | 0 | -12%
Cc1ccccc1-c1nnc(-c2cccc3ccccc23)o1 | 139 | 17%
COc1ccc(NC(=O)Nc2c(O)ccc3ccccc23)cc1 | 23 | -13%
COC(=O)[C@]1(Sc2ccc(OC)cc2)CC(=O)N[C@@H]1c1ccccc1 | -8 | 3%
CC(NCC(=O)NC(=O)NCCC1=CCCCC1)c1ccc(S(N)(=O)=O)cc1 (stereo not given) | 18 | ?
CC(=O)C1(C)CCC2C3C=C(C)C4=CC(=O)CCC4(C)C3CCC21C (stereo not given) | -14 | -7%
COc1ncc(-c2ccc(N3C(c4ccsc4)=Cc4ccccc4C3CC(C)=O)cc2)cn1 (stereo not given) | -4 | 9%
CC(Oc1ccc(F)cc1)C(=O)Nc1cc(S(=O)(=O)N2CCCCC2)ccc1N1CCN(C)CC1 (stereo not given) | 19 | -1%
CC1(c2ccccc2)C(C#N)C(=O)NC(=O)C1C#N (stereo not given) | -3 | 28%
O=C(Nc1ccc(Cl)c(C(F)(F)F)c1)C1Cc2c(-c3ccccc3)ccnc2O1 (stereo not given) | -84* | -6%
Cc1ccc(C)c(OCCC(=O)OCC(=O)Nc2cccnc2Cl)c1 | 21 | 2%
COc1cccc(CC2(CO)CCCN(Cc3ccc(OC(F)F)cc3)C2)c1 (stereo not given) | 37 | -2%
COc1ccc(CNC(=O)C2CCCN2C(=O)Nc2cccc(Cl)c2)cc1 (stereo not given) | 39 | 5%
O=C(c1ccccc1)c1coc(-c2ccccc2)c1 | 15 | -5%
CC(C)CC#Cc1ccc2c(c1)O[C@H](CN(C)C(=O)Nc1ccccc1)[C@@H](C)CN([C@H](C)CO)S2(=O)=O | 4 | -1%
COc1ccc(NC(=O)c2cc(-c3ccco3)nc3ccccc23)cc1 | 21 | ?
C[C@@H]1CN([C@@H](C)CO)C(=O)c2cc(C#Cc3ccccc3)cnc2O[C@H]1CN(C)C(=O)c1ccccc1F | -8 | 6%
Cc1ccc(Cl)cc1NC(=O)CN1CCOCC1 | 5 | -13%
COc1ccc(-n2ncc3c(SCC(=O)OC(C)C)ncnc32)cc1 | -25 | 0%
Cc1ccc(C)c(C(O)c2ncc(-c3ccc4ccccc4c3)[nH]2)c1 (stereo not given) | 36 | 2%

Retrieved by compound from above, 3 records:
SMILES | HCMV inh | AMA1 RON2 block
COC(=O)c1c(-c2ccccc2)noc1-c1ccccc1 | 15 | 74%[activator]
O=C(C(=O)N1CCN(C(=O)c2ccco2)CC1)c1ccccc1 | 15 | -10%
Cc1nc(N)nc(N)c1-c1ccc(Cl)c(Cl)c1 | -98* | -13%
